Screening results (PubChem)
CAL PDZ FP-1: untagged CAL PDZ binding inhibitors, primary screen, biochemical, fluorescence polarization, HTS. purified CAL PDZ, TMR-peptide fluorescence polarization, 1 h. inhibition, % at 24.9 µM. actives 0.92% (n = 300,000). AID 602252, 2012;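 active means mean inhibition of at least 30% with at least half of replicates also reaching 30%; inconclusive means no clear call, values can overlap the other calls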;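 further: 0% = DMSO neutral control and 100% = excess unlabeled competitor peptide PRC23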
V-ATPase pHluor: regulators of yeast V-ATPase proton pumping, primary screen, pHLuorin cytosolic pH fluorescence | S. cerevisiae | response, % at 10 µM | actives 0.37% (n = 350,000) | AID 504577, 2011; in the data active means response mostly above about 7.3%, no sharp cut-off; inactive means mostly below about 5.4%; further: actives read high; inactives centre near 0; some compounds called inactive have numbers as strong as hits
CAL PDZ FP-2: CAL PDZ peptide-binding inhibitors, primary screen, biochemical, fluorescence polarization, Cer-tagged CAL PDZ, HTS; Golgi-associated PDZ and coiled-coil motif-containing protein (Homo sapiens), Q9HD26; purified CAL PDZ, TMR-peptide fluorescence polarization, 1 h; inhibition, % at 20 µM; actives 0.02% (n = 330,000); AID 504414, 2011;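 active means highest replicate inhibition of at least 40%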;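 further: plate controls were DMSO neutral control wells for no effect and unlabeled competitor peptide control wells for full effect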
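Material – purified CerCALP PDZ construct · Detection – FP readout, S and P plane fluorescence · Measure – percent inhibition from loss of millipolarization · Controls – unlabelled peptide for full inhibition, DMSO wells as neutral · Probe or stimulus – TMR-labelled reporter peptide T*-PRC34 bound in PDZ groove · Times – 1 h at RT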
CDK5 p35 inh: inhibitors of human CDK5/p35 kinase, primary screen, biochemical, single concentration; actives 0.01% (n = 330,000); inhibition, % at 10 µM; Recombinant CDK5/p35, ADP-Glo luminescence, 60 min; Cyclin-dependent kinase 5 (Homo sapiens) + Cyclin-dependent kinase 5 activator 1 (Homo …;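 active means highest replicate inhibition of at least 50% and at least 75% of replicates reaching 50%; inconclusive means only one of the two criteria met; inactive means both criteria failed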;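 further: plate controls were DMSO neutral control for no effect and GW8510 at 10 µM for full effect; many of its hits are not listed in these tables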
Target sequence (Q00535 whole entry, looked up): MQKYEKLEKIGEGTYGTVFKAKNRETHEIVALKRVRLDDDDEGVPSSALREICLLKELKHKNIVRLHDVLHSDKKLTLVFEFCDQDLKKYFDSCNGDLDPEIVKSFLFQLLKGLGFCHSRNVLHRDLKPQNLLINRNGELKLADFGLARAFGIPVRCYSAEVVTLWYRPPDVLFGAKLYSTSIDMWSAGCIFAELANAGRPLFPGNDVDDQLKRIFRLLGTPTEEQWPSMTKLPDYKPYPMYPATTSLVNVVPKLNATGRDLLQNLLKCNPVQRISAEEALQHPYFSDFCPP
Target sequence (Q15078 whole entry, looked up): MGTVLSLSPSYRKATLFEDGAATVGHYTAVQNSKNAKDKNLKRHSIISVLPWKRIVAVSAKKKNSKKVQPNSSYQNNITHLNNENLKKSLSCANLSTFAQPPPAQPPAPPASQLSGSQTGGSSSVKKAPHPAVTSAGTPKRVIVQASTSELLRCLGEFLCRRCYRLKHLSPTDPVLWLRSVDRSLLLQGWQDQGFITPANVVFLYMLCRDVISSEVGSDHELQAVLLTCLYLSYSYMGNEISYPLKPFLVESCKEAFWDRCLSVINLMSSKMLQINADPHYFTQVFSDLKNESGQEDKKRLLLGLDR
MITF TRPM1 HTS: activators of MITF-driven TRPM1 promoter reporter, primary screen, cell-based, SK-MEL-5, luciferase, single point; SK-MEL-5 TRPM1-promoter luciferase, 24 h; % of positive control, neutral wells = 0; activation, % at 12.5 µM; actives 0.75% (n = 300,000); AID 588334, 2011;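 active means mean activation of at least 80% with every replicate also reaching 80%; inconclusive means mean reaches 80% but some replicate falls short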;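 further: 0% = neutral control wells and 100% = parthenolide positive control wells; values of inactives mirror those of a sister screen read the other way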
cardiac RTF act: cardiac RTF calcium sensitivity activators, primary screen, biochemical, IANBD-TnC fluorescence, EC20 calcium. IANBD-labeled TnC RTF fluorescence at EC20 calcium; 0% EC20 calcium, 100% full calcium. activation, % at 7.2 µM. actives 0.24% (n = 340,000). AID 493008, 2010;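 active means activation above the mean over all tested compounds plus 3 SD, cut at about 30% in these data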;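 further: rise in fluorescence read as greater calcium sensitivity of cardiac thin filaments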
Tat transport: E. coli Tat export inhibitors, primary screen, MC4100, TorA-mCherry reporter, fluorescence, single point. actives 0.036% (n = 340,000). inhibition, % at 10 µM;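 active means mean replicate inhibition at least 50% and at least half of replicates individually reaching 50%; inconclusive means only one of the two criteria met; inactive means neither criterion met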;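 further: exported cargo escapes ClpAP degradation while cytoplasmic cargo is degraded and loses fluorescence; 0% = median of neutral control wells and 100% = median of NaSCN control wells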
dFosB activator: activators of delta FosB homodimer, primary screen, biochemical, fluorescence polarization, TAMRA-CDK5 oligo, single point | purified delta FosB; percent of positive-control signal above neutral wells | Protein FosB (Mus musculus), P13346 | activation, % at 25 µM | actives 0.99% (n = 340,000);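 active means mean activation above about 17%, with every replicate also reaching it, limit read from the data, passing the limit was not always enough; inconclusive means only one of the two conditions met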;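 further: fluorescence polarization rise as delta FosB binds a TAMRA Cdk5 AP-1 oligo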
Target sequence (P13346 whole entry, looked up): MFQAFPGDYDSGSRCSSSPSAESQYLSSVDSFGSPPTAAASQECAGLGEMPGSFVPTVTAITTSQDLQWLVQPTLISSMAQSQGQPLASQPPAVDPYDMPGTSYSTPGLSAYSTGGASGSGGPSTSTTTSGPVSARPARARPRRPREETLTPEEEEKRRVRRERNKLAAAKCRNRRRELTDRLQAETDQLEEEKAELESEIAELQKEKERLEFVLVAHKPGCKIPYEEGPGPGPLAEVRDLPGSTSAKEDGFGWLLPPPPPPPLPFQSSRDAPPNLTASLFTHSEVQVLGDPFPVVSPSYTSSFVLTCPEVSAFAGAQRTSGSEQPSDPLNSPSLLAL
Wnt bcat act: Wnt/beta-catenin pathway activators, primary screen, cell-based, plate reader, single point; Wnt/beta-catenin reporter cell assay, activator; activation, % at 9.35 µM; actives 1.2% (n = 300,000); in the data active means activation above about 30%, passing the limit was not always enough; inconclusive means no clear call, values can overlap the other calls;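 further: 0% = neutral control wells and 100% = positive control wells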
Rtt109 Vps75: inhibitors of C. albicans Rtt109/Vps75 HAT, primary screen, biochemical, ThioGlo CoA-SH fluorescence, plate reader; AID 540336, 2011; actives 0.16% (n = 330,000); inhibition, % at 34.9 µM; purified Rtt109/Vps75, 4 h;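 active means inhibition of at least 50% in every replicate; inconclusive means best replicate reaches 50% inhibition but some replicates fall short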
Numbers without * were called inactive; u = inconclusive; x = not tested or not shown.

CAL PDZ FP-1	V-ATPase pHluor	CAL PDZ FP-2	CDK5 p35 inh	MITF TRPM1 HTS	cardiac RTF act	Tat transport	dFosB activator	Wnt bcat act	Rtt109 Vps75	canonical_smiles
x	-2	-0.2	-0.7	1	-2	4	-8	-3	-14	COc1ccc(N2C(=O)C(CC(=O)Nc3ccccc3)N(Cc3ccc4c(c3)OCO4)C2=O)cc1 (configuration not stated)
-3	3	-1.7	-2.9	-8	4	-3	2	-1	1	Cn1c(NNC(=O)c2ccccc2F)cc(=O)n(C)c1=O
11	-1	-0.8	-2.5	1	5	-4	2	2	-4	CCOC(=O)CCC(=O)Nc1ccc(S(=O)(=O)N2CCCCC2)cc1
-5	1	x	1.4	-6	2	0	-1	x	-2	CCOc1cc(S(=O)(=O)NC2CC2)c(OCC)cc1-n1cnnn1
2	-1	-2.7	-2.2	6	2	-2	-9	7	-11	Cc1nc2sc(C(=O)c3ccccc3)c(N)c2c(C)c1C
-2	1	-0.5	0.8	-2	-4	-4	-2	0	0	CC(=O)c1cccc(NC(=O)C2C3CCC(C3)C2C(=O)O)c1 (configuration not stated)
-2	7	-2.9	-3.9	1	-1	-11	1	2	-1	CC(NS(=O)(=O)c1ccc(OCC(=O)N2CCCC2)cc1)c1ccccc1 (configuration not stated)
-3	7	-2.1	-2.2	1	-2	6	2	7	-3	COc1ccc(-n2ccnc2SCC(=O)NO)cc1
-2	3	-0.2	1.7	x	-1	-2	2	-2	0	COc1cc(OC)cc(C(=O)N[C@H](C(=O)OCC(=O)Nc2cccnc2Cl)C(C)C)c1
-4	2	1.3	0.7	-5	-4	-5	-5	0	5	CCOc1ccc(S(=O)(=O)NCc2ccc3c(c2)OCO3)cc1C
3	-11	-1.4	1.4	-1	1	-7	-1	-5	5	COc1cc(C2c3c(c(C)c(C)oc3=O)Oc3c(C)c(C)oc(=O)c32)ccc1OS(=O)(=O)c1ccc(C)cc1
2	2	x	-2.2	-14	-2	-7	0	-1	2	Cc1nn(-c2ccccc2)c(Cl)c1C1C(C#N)=C(N)Oc2c1c(C)nn2-c1ccccc1 (configuration not stated)
-6	0	-1.1	-0.8	-2	6	0	2	x	0	CCOC(=O)CSc1nc2c(c(=O)n(C)c(=O)n2C)n1CCCc1ccccc1
x	1	0.5	1.1	17	0	0	-5	-2	3	Fc1ccccc1COc1ccc(-c2nnn(Cc3ccccc3F)n2)cc1
x	2	0.1	-0.9	-2	-4	10	-10	-5	8	COc1ccc(S(=O)(=O)N2CCCN(CC(=O)Nc3ccccc3F)CC2)cc1
7	-1	1.5	-0.4	4	5	-6	-8	-1	9	CC(=O)OC(C)CS(=O)(=O)c1ccccc1 (configuration not stated)
-2	-1	-1.8	0.5	-10	3	3	-11	-1	-4	CCc1cc(C(=O)N2CCCC(C(=O)c3cccc4ccccc34)C2)n(C)n1 (configuration not stated)
-1	-3	0.1	-0.7	7	6	2	-7	x	4	COc1ccccc1Nc1nc(N)nc(CSC(=S)N2CC(C)CC(C)C2)n1 (configuration not stated)
0	-3	-1.8	-1.9	x	-1	-4	-9	-1	-9	COc1ccc(C(=O)NC2CCN(S(=O)(=O)c3ccc(C)cc3)CC2)cc1
0	-11	-1.8	-0.3	x	-2	4	-10	-1	6	CSc1ccccc1C(=O)NC1CCCc2ccccc21 (configuration not stated)

Brought forward from above: 4 entries, then new ones.
CAL PDZ FP-1	V-ATPase pHluor	CAL PDZ FP-2	CDK5 p35 inh	MITF TRPM1 HTS	cardiac RTF act	Tat transport	dFosB activator	Wnt bcat act	Rtt109 Vps75	canonical_smiles
-2	-1	-1.8	0.5	-10	3	3	-11	-1	-4	CCc1cc(C(=O)N2CCCC(C(=O)c3cccc4ccccc34)C2)n(C)n1 (configuration not stated)
-1	-3	0.1	-0.7	7	6	2	-7	x	4	COc1ccccc1Nc1nc(N)nc(CSC(=S)N2CC(C)CC(C)C2)n1 (configuration not stated)
0	-3	-1.8	-1.9	x	-1	-4	-9	-1	-9	COc1ccc(C(=O)NC2CCN(S(=O)(=O)c3ccc(C)cc3)CC2)cc1
0	-11	-1.8	-0.3	x	-2	4	-10	-1	6	CSc1ccccc1C(=O)NC1CCCc2ccccc21 (configuration not stated)
-3	-3	-1.4	-0.8	11	-10	-2	-8	1	1	Cc1cc(SCc2ccc(Cl)cc2Cl)nc(=O)[nH]1
-7	-1	-1.3	0.7	x	-4	6	-17	6	2	COc1cccc(C(=O)Nc2ccc(C(=O)c3ccccc3)cc2)c1
-2	1	-1.2	-0.5	-2	-5	-7	-9	-1	-9	COc1ccc(C(=O)N/N=C(\C)CC(=O)Nc2ccc3c(c2)OCCO3)c(OC)c1
1	-3	-4.1	0.5	-9	1	2	-4	2	-8	Cc1ccc(S(=O)(=O)NCC(=O)N(CC(=O)NCc2ccco2)Cc2ccc(F)cc2)cc1
-1	-2	-0.1	0.4	x	4	-3	-4	1	3	C=C1C[C@H](O)[C@@H]2[C@H](OC(=O)[C@H]2C)[C@H]2[C@H](C)[C@@H](O)C[C@@H]12
4	-5	-0.2	0.2	8	-4	-1	2	2	-4	O=C(O)/C=C\C(=O)Nc1cc(O)ccc1[N+](=O)[O-]
-1	-4	-0.6	0.6	0	-4	1	1	x	2	CC(NC(=O)c1ccncc1)C(C)(C)C (configuration not stated)
-3	2	-1.0	-0.2	4	4	10	-5	x	-4	Cc1ccc(C2=NN(Cc3nnc(-c4ccccc4)o3)C(=O)SC2)cc1
-6	1	x	-0.9	-9	2	1	-8	-2	-8	COC(=O)C(C(=O)OC)=C(/C=C/C=C/N(C)C)N(C)C
-6	0	0.6	1.1	-19	4	10	-8	x	19	COc1ccc(Cl)cc1NC(=S)N(CCCN1CCOCC1)Cc1cn(C)c2ccccc12
1	-1	-0.5	0.5	-5	-4	4	7	x	-3	Cn1c(/C(C#N)=C(\O)COc2ccc3ccccc3c2)nc2ccccc21
-10	2	-0.4	0.9	22	1	1	7	-1	-5	COc1ccc(C2C(C#N)=C(N)N(N(C)C)C3=C2C(=O)CCC3)cc1 (configuration not stated)
-1	5	0.0	0.4	5	-1	6	-3	x	5	O=C(OCc1ccccc1)C1=NNC2C(=O)N(c3ccccc3)C(=O)C12 (configuration not stated)
10	-1	-0.1	-0.8	-6	9	-7	-5	-2	-3	COC(=O)C1=C(C)N(C)C(=S)NC1c1c(OC)ccc2ccccc12 (configuration not stated)
-3	6	x	-0.2	5	-2	-2	2	-2	-1	CC(=O)Nc1ccc(S(=O)(=O)N2CCC(C(=O)N[C@@H](Cc3ccccc3)C(=O)O)CC2)cc1
2	4	-1.0	0.3	-68	5	-1	-30	1	-3	O=C(CN(c1ccc(Cl)cc1)S(=O)(=O)c1ccc(Cl)c([N+](=O)[O-])c1)NCCc1ccc(F)cc1
6	-5	-1.5	0.2	-5	-1	4	-5	-3	3	CCOc1ccc(OCC)c(NC(=O)C2CCN(S(=O)(=O)c3ccc4c(c3)CC(C)N4C(C)=O)CC2)c1 (configuration not stated)
-6	-1	-5.2	0.8	-21	-3	9	25*	-4	u	CN(C)CCCN(C(=O)c1ccc(C(=O)c2ccccc2)cc1)c1nc2cc3c(cc2s1)OCO3
-1	1	-3.6	1.1	10	2	-3	-2	-4	x	Cc1cc(C)n(C(=O)c2ccc(NC(=O)CC(C)C)cc2)n1
-4	-1	-1.0	-0.7	-4	2	7	4	2	-6	CCC(=O)Nc1nnc(SCC(=O)Nc2ccc3c(c2)OCO3)s1
-3	3	-2.5	-0.7	6	-2	-1	15	-1	-17	COc1ccc(-n2c(=O)c3ccccc3n(CC(=O)Nc3ccccc3OC)c2=O)cc1
12	0	-0.8	-1.9	0	0	3	1	x	-2	CCn1c(CNC(=O)c2ccco2)nnc1SCC(=O)Nc1cccc(F)c1
-3	-1	-0.3	0.7	3	1	14	-10	-3	0	CCn1nc(C)c(NC(=O)CCSc2nc(-c3ccco3)cc(C(F)(F)F)n2)c1C
-3	4	-1.5	-0.3	-9	-3	3	-1	-5	-13	Cc1cccn2c(=O)c(/C=C(\C#N)C(N)=O)c(N3CCN(c4ccccc4)CC3)nc12
-4	-1	-0.4	0.5	x	1	18	-8	0	-9	CC(C)=CCc1c(O)ccc(C2COc3c(CC=C(C)C)c(O)cc(O)c3C2=O)c1O (configuration not stated)
-3	8.6*	-2.4	0.9	4	7	17	u	x	13	C#CCOCCOCCOCCNc1nc(N2CCN(C(=O)CCCCCCCCCCNC(=O)Cn3cc(CCCCCN)nn3)CC2)nc(N2CCN(C(=O)CCCCCCCCCCNC(=O)Cn3cc(C[C@@H](C)O)nn3)CC2)n1
-1	-4	1.2	0.5	11	-2	18	0	0	-4	CN(C(=O)COc1ccc(-c2nnco2)cc1)C1CCS(=O)(=O)C1 (configuration not stated)
-1	1	-1.8	3.4	-10	5	1	-6	x	0	CC1CCCN(C(=O)C2c3ccccc3C(=O)N3CCc4ccccc4C23)C1 (configuration not stated)
